Screening results as filed in PubChem BioAssay.
S3 lipid droplet – qHTS Assay for Lipid Storage Modulators in Drosophila S3 Cells | Drosophila S3 cells, BODIPY lipid droplet fluorescence, 18-24 h; cells fed with added oleic acid | AID 2685, 2010 | 0.64% of 320,000 active | Potency in µM for hits, for the others lipid storage change, negative = inhibition, % at the top dose, mostly 46.1 µM; active means well fitted inhibition curve with a large enough effect in the signal ratio, with a control signal flat, not every such curve was filed as active; inconclusive means small, poorly fitted or top-dose-only effect, or effect the other way, or a change in a side signal; the % refers to the signal ratio
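Drosophila S3 cells got compounds at several concentrations plus oleic acid (400 uM solution). Laser-scanning cytometry with 488 nm excitation read lipid droplets at 500-530 nm and cells at 575-640 nm. Percent activity was relative to 20 uM Triacsin C.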
S3 lipid droplet cell count max – recorded beside S3 lipid droplet, whose call it bears; cell number change, %; measured here: cell count max response;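 cells counted by Cell Tracker Red CMTPX staining in the red channel; peak over a dose series mostly up to 46.1 µM; percent activity relative to internal control wells on each plate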
The depositor's hits bear a star; i = inactive; ? = inconclusive; / = not tested or not shown. On the % scale 0 is the no-effect control and ±100 the full control effect; potency means the concentration at half of the fitted maximal effect. The list is partial; count on the stated rates, not on these rows.

Fields – S3 lipid droplet	S3 lipid droplet cell count max
- C#CCOCCOCCOCCNc1nc(N2CCN(C(=O)[C@H](CCCCN)n3cc([C@@H](N)C(C)CC)nn3)CC2)nc(N2CCN(C(=O)[C@H](Cc3cc4ccccc4[nH]3)n3cc([C@@H](N)CC(C)C)nn3)CC2)n1 (stereo partly drawn)
    0%	1
- NC(=O)C1CCN(C(=O)CCc2nc3sc4c(c3c(=O)[nH]2)CCCC4)CC1
    ?	/
- Nc1ncnc(Nc2cccc(Cl)c2Cl)n1
    ?	/
- CC1(C)NC(=O)N(CNc2cc(Cl)ccc2Cl)C1=O
    i	/
- O=C(O)/C=C/c1cn(-c2ccccc2)nc1-c1cc2ccccc2oc1=O
    1%	-6
- Cc1ccc2nc3sc(C(=O)Nc4c(C)[nH]c(=O)[nH]c4=O)c(N)c3cc2c1
    ?	/
- CC(=O)Nc1cccn(Cc2c(Cl)cccc2Cl)c1=O
    ?	/
- O=C(Nc1ccccc1)c1cc(-c2ccccc2Cl)no1
    13%	-7
- COc1ccc(OC)c(NC(=O)CCc2c[nH]c3ccccc23)c1
    ?	/
- COc1ccccc1NC(=O)CC1SC(=N)N(c2ccccc2)C1=O (stereo not drawn)
    -37%	-30

(list continues)
Fields – S3 lipid droplet	S3 lipid droplet cell count max
- O=C(Nc1ccccc1C(=O)NC1CC1)c1ccc([N+](=O)[O-])o1
    ?	/
- Cn1cnc([N+](=O)[O-])c1Nc1ccccc1O
    1%	-9
- CN(C)c1nc(-c2ccccc2)nc(-c2ccc(Cl)cc2)c1C#N
    i	25
- CC(C)C(=O)NN1c2ccccc2CCc2ccccc21
    17%	6
- Cc1c(Br)c(C(N)=O)nn1C
    i	/
- O=C(Nc1ccnn1C1CCN(C/C=C/c2ccccc2)CC1)C1CCCC1
    ?	/
- C=CCNC(=O)c1c(N)n(-c2ccc3c(c2)OCO3)c2nc3ccccc3nc12
    ?	/
- Cc1cc(C)nc(N2CCC(C(=O)NNC(=O)Cc3ccccc3)CC2)n1
    16%	-6
- COc1ccc(-c2cc(Nc3ccccc3NC(=O)C(F)(F)F)n(CCC#N)n2)cc1
    3%	1
- COc1ccc(CCNC(=O)c2ccc(N3CCCC3=O)cc2)cc1OC
    ?	/

A second format for part of the listing above.
S3 lipid droplet | S3 lipid droplet cell count max | SMILES
i | / | Cc1c(Br)c(C(N)=O)nn1C
? | / | O=C(Nc1ccnn1C1CCN(C/C=C/c2ccccc2)CC1)C1CCCC1
? | / | C=CCNC(=O)c1c(N)n(-c2ccc3c(c2)OCO3)c2nc3ccccc3nc12
16% | -6 | Cc1cc(C)nc(N2CCC(C(=O)NNC(=O)Cc3ccccc3)CC2)n1
3% | 1 | COc1ccc(-c2cc(Nc3ccccc3NC(=O)C(F)(F)F)n(CCC#N)n2)cc1
? | / | COc1ccc(CCNC(=O)c2ccc(N3CCCC3=O)cc2)cc1OC

One compound at a time (already shown). Order of values: S3 lipid droplet | S3 lipid droplet cell count max
`CN(C)c1nc(-c2ccccc2)nc(-c2ccc(Cl)cc2)c1C#N` in the list: i | 25
`O=C(Nc1ccnn1C1CCN(C/C=C/c2ccccc2)CC1)C1CCCC1` in the list: ? | /

The list continues.
Fields – S3 lipid droplet	S3 lipid droplet cell count max
- CC1CCCCC12NC(=O)N(CC(=O)OCc1ccc(Br)cc1)C2=O (stereo not drawn)
    ?	/
- Cc1ccc(C)c2[nH]c(=O)c(CN(CC3CCCO3)C(=O)NC3CCCCC3)cc12 (stereo not drawn)
    ?	/
- O=C(COC(=O)c1cncc(Br)c1)NC1CC1
    ?	/
- O=C(N/N=C/c1sc(N2CCOCC2)nc1-c1ccccc1)c1cccc(S(=O)(=O)N2CCOCC2)c1
    ?	/
- NC(=S)n1[nH]c(-c2ccc([N+](=O)[O-])cc2)c(N=Nc2ccc(O)cc2)c1=O
    -1%	16
- COc1ccccc1NC(=O)CCc1nc2ccccc2s1
    ?	/
- Cc1c(C)c(C)c(CN2CCSCC2)c(C)c1C
    -9%	-2
- C/C(=N/NC(=O)C1COc2ccccc2O1)c1ccco1 (stereo not drawn)
    3%	2
- COC(=O)C(CC(=O)c1ccccc1)CC(=O)c1ccccc1
    ?	/
- COc1cc2c(=O)nc3n(c2cc1OC)C(c1ccccc1)N=C(N)N3 (stereo not drawn)
    ?	/

(list continues)
Fields – S3 lipid droplet	S3 lipid droplet cell count max
- O=C(N/C(=C\c1ccc(Br)cc1)C(=O)N1CCOCC1)c1ccc(Br)o1
    ?	/
- Cc1ccccc1NC(=O)CN1C(=O)NC(C)(c2ccc3c(c2)OCO3)C1=O (stereo not drawn)
    ?	/
- COc1ccc(CCNC(=O)c2csc3c2CCCC3)cc1
    ?	/
- COc1cc(C(=O)Nc2ccc(C(F)(F)F)cc2)ccc1OCC(=O)N1CCOCC1
    ?	/
- COCCCNC(=S)NNC(=S)Nc1ccc(OC)cc1
    28%	/
- Cc1scc(C(=O)NNC(=S)NCC2CCCO2)c1C (stereo not drawn)
    13%	-11
- CCCCOC(=O)c1ccc(NC(=O)Nc2ccc(OC)c(OC)c2)cc1
    ?	/
- Cc1cccc([C@@H]2[C@@H]3C(=O)N(Cc4ccccc4)C(=O)[C@@H]3[C@]3(Cc4ccc(Cl)cc4)C(=O)N(c4cccc(Cl)c4)C(=O)N23)c1
    ?	/
- COC(=O)c1scc(C#N)c1N/N=C(\C#N)S(=O)(=O)c1ccc(Cl)cc1
    ?	/
- O=C(CCn1c(=O)sc2ccccc21)NCc1ccccc1
    ?	/

(next part)
Fields – S3 lipid droplet	S3 lipid droplet cell count max
- COc1ccc(NC(=O)/C(=C\c2ccc3c(c2)OCO3)NC(C)=O)cc1
    2%	0
- COc1cccc(C=Nc2ccc(C)c(F)c2)c1O
    -6%	-6
- COCCn1c(=NC(=O)c2cc3ccccc3oc2=O)sc2cc(S(N)(=O)=O)ccc21
    ?	/
- O=C(c1ccc(Cl)cc1)c1cnc(-c2ccccc2)s1
    -10%	-1
- CCC[C@@H](CNC)NC[C@H](Cc1ccccc1)NCCCCc1ccccc1
    -2%	0
- O=[N+]([O-])c1cc(C(F)(F)F)ccc1Oc1cccnc1[N+](=O)[O-]
    ?	/
- Cc1nc2ccc(NC(=O)c3ccc(S(=O)(=O)N(C)c4ccccc4)cc3)cc2s1
    ?	/
- COc1ccc(CCNC(=O)c2cnn(-c3ccc(C)c(C)c3)c2NC(=O)c2ccco2)cc1OC
    ?	/
- O=C(Nc1cccc(S(=O)(=O)C(F)F)c1)c1ccc(S(=O)(=O)N2CCOCC2)cc1
    ?	/
- COc1ccc(-c2noc(N3CCC(C(=O)Nc4ccccc4OC)CC3)n2)cc1
    -21%	-6

Going on with the list:
Fields – S3 lipid droplet	S3 lipid droplet cell count max
- CN(C)S(=O)(=O)c1ccc(C(=O)NCc2nnc(SCC(=O)Nc3ccc(F)cc3)n2-c2ccc(F)cc2)cc1
    13%	1
- O=C(NCCN1CCCC1=O)C1CCC(=O)N(CCc2cccc(F)c2)C1 (stereo not drawn)
    ?	/
- O=C(CCNS(=O)(=O)c1ccc2[nH]c(=O)oc2c1)Nc1cccc(Br)c1
    ?	/
- CC(C)CN(C(=O)COC(=O)CCC(=O)c1ccc(Cl)cc1)c1c(N)n(Cc2ccccc2)c(=O)[nH]c1=O
    ?	/
- Cn1nc(Cc2n[nH]c(=S)n2C)c2ccccc2c1=O
    ?	/
- CCCC(=O)Nc1ccc2c(c1)nc(CCN1CCN(c3ccccn3)CC1)n2C
    ?	/
- COC(=O)C1=C(O)/C(=C\c2ccc(CNC(=O)C(=O)Nc3ccc(C)c(C)c3)o2)N=C1C
    2%	9
- COc1ccccc1N1C(=NC(=O)CCc2ccccc2)SC2CS(=O)(=O)CC21 (stereo not drawn)
    ?	/
- O=C(NCCCN1CCCC1=O)c1ccc(Cl)c(S(=O)(=O)N2CCCCC2)c1
    ?	/
- COc1ccc(NC(=O)CCC(=O)c2ccc(C(C)C)cc2)cc1
    -9%	-6

Continued:
Fields – S3 lipid droplet	S3 lipid droplet cell count max
- CN(C)CCCN=Cc1c(O)n(Cc2ccc3c(c2)OCO3)c(=O)c2ccccc12
    ?	/
- CN(C)c1ccc(/C=N/NC(=O)CCc2c[nH]c3ccccc23)cc1
    ?	/
- Cn1c(NC(=O)c2ccco2)c(-c2ccc(Cl)cc2)c(=O)c2ccccc21
    ?	/
- COc1ccccc1C1CC(c2ccccc2)=NN1S(=O)(=O)c1ccccc1 (stereo not drawn)
    ?	/
- S=C(NCc1ccco1)Nc1ccccc1
    1%	8
- CS(=O)(=O)c1ccc(Cl)c(NC(=O)CSc2nnc(-c3cccs3)n2N)c1
    ?	/
- COCCN(C(=O)c1csnn1)C(C(=O)NC1CCCC1)c1ccccc1 (stereo not drawn)
    ?	/
- C/C(Nc1ccccc1C(F)(F)F)=C1/CCOC1=O
    ?	/
- O=C1CCCC(=O)N1c1ccc(F)cc1
    3%	13
- Cc1nc(N(C)C)c2sc(=S)n(-c3ccccc3)c2n1
    5%	2

Additional results follow.
Fields – S3 lipid droplet	S3 lipid droplet cell count max
- O=C(c1ccsc1)N1CCN(C(=O)c2cccs2)CC1
    10%	26
- CC(C)(C)NC(=O)CN(Cc1ccc2c(c1)OCO2)C(=O)CNS(=O)(=O)c1ccccc1
    i	17
- O=C1NC(=S)N/C1=C/c1ccc(Oc2ccc(C(F)(F)F)cc2[N+](=O)[O-])c(Cl)c1
    0%	-7
- CN(C)C(=O)Cn1c(=O)n(S(=O)(=O)c2ccccc2)c2ccccc21
    15%	9
- CCOC(=O)c1ccc(NC(=O)Nc2ccc3c(c2)OCCO3)cc1
    -5%	6
- NS(=O)(=O)c1ccc(Nc2nc3ccccc3nc2NS(=O)(=O)c2cccc([N+](=O)[O-])c2)cc1
    ?	/
- c1ccc(-c2nnc(-c3ccncc3)nc2-c2ccccc2)cc1
    ?	/
- COc1cccc(CCc2nnc(CCC(=O)NC(C)Cc3cccs3)o2)c1 (stereo not drawn)
    ?	/
- O=C1CN(C(=O)COC(=O)CNC(=O)c2ccccc2)c2ccccc2N1
    -3%	0
- CC1Cc2ccccc2N1C(=O)COC(=O)c1ccc(Br)o1 (stereo not drawn)
    ?	/

Other structures:
Fields – S3 lipid droplet	S3 lipid droplet cell count max
- Cn1c(=O)oc2cc(S(=O)(=O)N3CCCC(C(=O)NC4CCCc5ccccc54)C3)ccc21 (stereo not drawn)
    -1%	-3
- CC(C)CC(C(=O)Nc1oc(-c2ccccc2)c(-c2ccccc2)c1C#N)N1C(=O)c2ccccc2C1=O (stereo not drawn)
    ?	/
- CCCCn1c2ccccc2c2cc(CC(N)=O)ccc21
    0%	-13
- C1CN(CCN2CCOCC2)CCN1
    ?	/
- Cc1ccc(CCNC(=O)C2CCC(=O)N2Cc2ccc(F)cc2)cc1 (stereo not drawn)
    -2%	17
- Cc1nc(C)c(C(=O)NCc2ccccc2Cl)o1
    8.2µM*	-28*
- O=C(NCCCn1ccnc1)c1cc(Br)c(Br)s1
    -12%	26
- Brc1ccc(NC2=Nc3ccccc3CC2)cc1
    -1%	-10
- COc1cc(/C=N/Nc2nc(C)cc(=O)[nH]2)ccc1OC(=O)c1cccnc1
    -6%	-10
- COc1ccc(C(C)=O)c(OC(=O)c2ccc(OC)c(OC)c2)c1
    ?	/

The list continues:
Fields – S3 lipid droplet	S3 lipid droplet cell count max
- O=C(N/N=C/c1cn(-c2ccccc2)nc1-c1cccs1)c1ccncc1
    ?	/
- CS(=O)(=O)NN1C(=O)c2ccccc2NC1c1c[nH]c2ccccc12 (stereo not drawn)
    -2%	15
- O=C(Oc1ccc(OC(=O)c2ccco2)c(S(=O)(=O)c2ccc(Br)cc2)c1)c1ccco1
    -2%	-26
- CCOc1ccc(C=NCC(O)c2ccccc2)cc1 (stereo not drawn)
    -14%	-3
- N#C/C(=C\c1cccc(Oc2ccccc2)c1)C(=O)N1CCOCC1
    ?	/
- Nc1sccc1C(=O)c1ccc(Cl)cc1
    ?	/
- Cc1ccc(NC(=O)c2ccc(CSc3nnnn3C)cc2)cc1
    12%	13
- Cc1cccc(CSCCNC(=S)Nc2ccccc2)c1
    ?	/
- Nc1cc(C(=O)N2CCN(c3ccc([N+](=O)[O-])cc3)CC2)ccc1N1CC2CC(C1)c1cccc(=O)n1C2 (stereo not drawn)
    i	-19
- COc1cccc(C(=O)NCC(c2ccco2)N2CCc3ccccc3C2)c1 (stereo not drawn)
    ?	/

Further results
Fields – S3 lipid droplet	S3 lipid droplet cell count max
- COc1cc(NC(=O)CN2C(=O)C(c3ccccc3)=NC2(C)C)cc(OC)c1
    ?	/
- Cc1ccc(S(=O)(=O)N2CCN(C(=O)CNC(=O)c3ccc(Br)o3)CC2)cc1
    i	/
- CCOc1ccc(NS(=O)(=O)c2ccc(C(=O)N3CCCCC3)cc2)cc1
    ?	/
- CC(=O)Nc1ccc2c(c1)nc(C)n2-c1ccccc1
    ?	/
- C=CCn1c(C)cc(C(=O)COC(=O)/C=C/c2cccc(OC)c2)c1C
    -15%	-23
- COC(=O)c1ccc(CNC(=O)c2ccc(OC)c(S(=O)(=O)NC3CCCC3)c2)cc1
    4%	-5
- COc1ccc(NC(=O)/C(=C/c2ccc3c(c2)OCO3)NC(C)=O)cc1
    ?	/
- O=C(Nc1ccc2c(c1)OCO2)NC1(C(F)(F)F)Oc2ccccc2O1
    -1%	6
- Fc1ccc(-c2cnc3n2CCCCC3)cc1
    ?	/
- CC1CN(CCCCOc2ccc(F)cc2)CC(C)O1 (stereo not drawn)
    -5%	4
- CC(=O)c1ccc(NC(=O)C2CCCNC2=O)cc1 (stereo not drawn)
    1%	-11
- Nc1ccc(N=Nc2ccc(N)cc2)cc1
    ?	/
